AmpC no deterg: qHTS Inhibitors of AmpC Beta-Lactamase (assay without detergent); P00811; AmpC nitrocefin hydrolysis, absorbance 480 nm, 0.0001% Triton; Potency, µM (top dose mostly 57.1 µM), for inactives: at the highest dose activity change, negative = inhibition, hits mostly inhibitors; 0.52% of 330,000 active; AID 485341, 2010;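 also: potency is read from the fitted curve at half-maximal effect; plate controls were no compound for no effect and no enzyme for full effect; nearly all actives have a fitted effect of over 20% in size; some results filed as inactive show a strong effect at the top dose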
Target sequence (P00811 whole entry, looked up): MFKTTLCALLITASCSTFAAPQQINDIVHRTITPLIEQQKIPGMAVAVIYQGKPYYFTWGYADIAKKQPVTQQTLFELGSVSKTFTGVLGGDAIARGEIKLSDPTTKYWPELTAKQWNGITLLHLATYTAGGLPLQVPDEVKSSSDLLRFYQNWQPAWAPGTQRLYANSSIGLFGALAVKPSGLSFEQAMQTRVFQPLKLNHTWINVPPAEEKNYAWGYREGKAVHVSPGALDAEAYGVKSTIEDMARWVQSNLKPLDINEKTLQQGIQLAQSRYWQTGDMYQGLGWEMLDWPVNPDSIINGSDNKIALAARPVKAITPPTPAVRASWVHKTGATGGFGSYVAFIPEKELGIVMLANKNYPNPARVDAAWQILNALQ
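AmpC (5.3 nM in the dispensed reagent) in 20 mM phosphate pH 7.0 with 0.01% (detergent screen) or 0.0001% Triton X-100 was preincubated with compounds for 15 min at room temperature. Nitrocefin was then added from an 800 uM solution, and hydrolysis was followed at 480 nm.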
AMA1-RON2 inh: qHTS for Inhibitors of AMA1-RON; Towards Development of Antimalarial Drug Lead: Primary Screen | AlphaScreen AMA1-biotinylated RON2 peptide binding | Potency, µM (highest dose often 58.2 µM), for inactives: top-dose activity change, negative = inhibition, most hits filed as inhibitors | 0.2% of 360,000 active | AID 720542, 2013;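 also: potency is read from the fitted curve at half-maximal effect; 0% = vehicle wells and -100% = peptide control; nearly all actives have a fitted effect of over 45% in size; some results filed as inactive show a strong effect at the top dose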
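AMA1 (3D7) with his tag at 25 nM final met compounds first, then biotinylated RON2 peptide at 25 nM; detection used donor plus acceptor beads, 10 µg/mL apiece, read by AlphaScreen after 30 min at room temperature.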
AmpC inh detg: qHTS Inhibitors of AmpC Beta-Lactamase (assay with detergent). AmpC hydrolysis of nitrocefin, absorbance 480 nm, 0.01% Triton. Potency, µM (series often up to 114 µM), without a hit: at the top dose activity change, negative = inhibition, most hits filed as inhibitors. 0.041% of 370,000 active. AID 485294, 2010;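 also: potency is read from the fitted curve at half-maximal effect; 0% = no-compound wells and -100% = no-enzyme wells; nearly all actives have a fitted effect of over 25% in size; some results filed as inactive show a strong effect at the top dose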
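AmpC (5.3 nM in the dispensed reagent) in 20 mM phosphate pH 7.0 with 0.01% (detergent screen) or 0.0001% Triton X-100 was preincubated with compounds for 15 min at room temperature. Nitrocefin was then added from an 800 uM solution, and hydrolysis was followed at 480 nm.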
Tb PYK inh: qHTS of Trypanosoma Brucei Inhibitors | pyruvate kinase (Trypanosoma brucei), Q57TT1 | TbPYK enzyme, Kinase-Glo Plus ATP luminescence, 45 min | Potency, µM (top dose mostly 76.8 µM), for inactives: at the top dose activity, negative = inhibition, hits mostly inhibitors | 0.12% of 410,000 active | AID 624173, 2012; also: potency is read from the fitted curve at half-maximal effect; nearly all actives have a fitted effect of over 50% in size
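Assay buffer: 50 mM TEA pH 7.2, 100 mM KCl, 10 mM MgCl2, 0.05% BSA, 0.01% Tween-20. Pyruvate kinase from T. brucei plus substrate met compound, then ADP (130 uM final). Luminescence was read post 45 min RT.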
LmPK inh: qHTS Assay for Inhibitors of Leishmania Mexicana Pyruvate Kinase (LmPK) | Q27686 | purified LmPK, Kinase-Glo ATP luminescence, 1 h | Potency, µM (series often up to 57.5 µM), without a hit: top-dose activity change, negative = inhibition, hits mostly inhibitors | 0.37% of 290,000 active | AID 1721, 2009; also: potency is read from the fitted curve at half-maximal effect
Target sequence (Q27686 whole entry, looked up): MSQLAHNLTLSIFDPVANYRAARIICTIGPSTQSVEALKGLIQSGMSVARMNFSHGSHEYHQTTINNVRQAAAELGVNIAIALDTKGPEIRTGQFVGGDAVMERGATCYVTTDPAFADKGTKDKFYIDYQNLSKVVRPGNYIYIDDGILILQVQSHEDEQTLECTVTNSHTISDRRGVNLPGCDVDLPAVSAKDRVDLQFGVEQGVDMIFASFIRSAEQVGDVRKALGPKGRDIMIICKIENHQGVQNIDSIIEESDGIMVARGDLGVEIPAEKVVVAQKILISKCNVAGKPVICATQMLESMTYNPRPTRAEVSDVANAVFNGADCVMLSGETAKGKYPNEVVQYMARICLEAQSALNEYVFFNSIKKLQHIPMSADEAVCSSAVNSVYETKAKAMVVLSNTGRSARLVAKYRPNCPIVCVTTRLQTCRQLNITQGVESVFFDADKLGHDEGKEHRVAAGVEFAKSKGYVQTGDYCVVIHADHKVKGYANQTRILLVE
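Pyruvate kinase activity monitored as ATP production (luciferase luminescence). Conditions: 0.1 nM enzyme, 0.5 mM PEP, 0.1 mM ADP, 1 h, RT; normalized against uninhibited and no-enzyme wells.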
HCV inh: qHTS Assay for Inhibitors of Hepatitis C Virus (HCV); Huh7.5.1 HCVcc-Cre infection, luciferase reporter, 44 h; Potency, µM (titrated, usually from 41.8 µM), for inactives: at the top dose activity change, negative = inhibition, hits mostly inhibitors; 3.4% of 340,000 active; AID 651820, 2012; also: potency is read from the fitted curve at half-maximal effect
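Antiviral activity was scored by luciferase reporter output from cells infected with HCVcc-Cre (~0.5 moi) in presence of compound, 44 h infection period, cells seeded 1,000/well 4 h prior.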
HCMV inh: qHTS Assay for inhibitors of the human cytomegalovirus (HCMV); HFF cells, HCMV-luciferase reporter, 72 h; active compounds read low; 4.5% of 410,000 active; activity change, negative = inhibition, % at 57.5 µM; in the data active = activity change below about -60%; inconclusive = no clear call, values can overlap the other calls; inactive = above about -39%
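Two-dose cell screen: HFF monolayers treated with compounds and infected with luciferase-expressing HCMV at 1 PFU/cell, 72 h at 37C, then lysed for luciferase measurement.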
* marks the source's active call; other numbers are inactive results; ? = inconclusive; nt = not tested or not shown; & = joins results of further samples; [ ] = dose if it differs, or a comment. Unless noted, calls follow the shape of the dose curve; as a rule, active = well fitted curve in the direction sought with a large enough effect; inconclusive = small, poorly fitted or top-dose-only effect, or another doubt; inactive = no such curve, though single readings can be large; an effect the other way counts as inactive or inconclusive. Unless noted, % is scaled to controls: 0 for no effect and ±100 for the full control effect.

SMILES	AmpC no deterg	AMA1-RON2 inh	AmpC inh detg	Tb PYK inh	LmPK inh	HCV inh	HCMV inh
CCC(=O)Nc1ccc(C(=O)Nc2cc(C)on2)cc1	-3%	-6%	0%	-3%	-3%	12%	2
CCOc1ccc(NC(=O)CCn2c(=O)c3cccn3c3cccnc32)cc1	nt	nt	-2%	-2%	nt	nt	-17
Cc1nc2c3c4c(sc3n3c(SCC(=O)NCc5ccco5)nnc3n2n1)COC(C)(C)C4	-21%	1%	-3%	4%	-8%	-14%&-7%	-34
Cc1cc2c(cc1S(=O)(=O)Nc1cccc(C)c1C)OCC(=O)N2	-30%	-4%	-11%	4%	-2%	-5%	-5
CCOC(=O)N1CCN(C(=O)CN(Cc2ccc(Cl)cc2)S(=O)(=O)c2ccccc2)CC1	121%[activator]	-14%	1%	3%	4%	-3%	-31
O=C(COc1ccccc1)Nc1nc2ccccc2[nH]1	-7%	37%[activator]	-1%	6%	-4%	-12%	36
Cc1ccc(NS(=O)(=O)c2ccc(-n3cccn3)cc2)cc1F	-31%	-9%	-6%	0%	5%	0%	-26
Cc1ccccc1OCC(=O)OCn1nnc2ccccc2c1=O	-1%	0%	-8%	-8%	5%	4%	0
Cc1ccc(SCC(=O)N(C)CC(=O)Nc2cccc(F)c2)cc1	-13%	-13%	-1%	5%	nt	?	-37
COc1ccc2c3c([nH]c2c1)C(C)N(CCC(=O)NN)CC3 (stereo unspecified)	44%	37%[activator]	-27%	-1%	-1%	-9%	-34
COc1cc(NC(=O)c2ccc(-c3c(C)noc3C)c3ccoc23)cc(OC)c1OC	nt	-4%	nt	-4%	nt	nt	141
Cc1ccc(-c2noc(-c3ccccc3OCC(=O)Nc3ccccc3[N+](=O)[O-])n2)cc1	nt	nt	-6%	0%	nt	nt	20
Cn1ncc(N=Cc2ccc([N+](=O)[O-])cc2)c1C(=O)Nc1ccccc1	-27%	1%	0%	-7%	-3%	-14%	-33
Cc1cccc(NC(=O)c2oc3ccccc3c2NC(=O)Cc2coc3ccc(C(C)C)cc23)c1	nt	nt	0%	?	nt	nt	31
CCCn1c(N)nc2ccccc21	-9%	10%	?	-3%	16%	12%	3
Cc1nn(Cc2ccc(Cl)cc2Cl)c(C)c1NC(=O)C1C2CCC(O2)C1C(=O)O (stereo unspecified)	113%[activator]	-13%	-1%	6%	5%	?	-64*
CC(=O)O[C@H]1C[C@@]2(O)[C@@H](OC(=O)c3ccccc3)C3[C@@](C)([C@@H](O)C[C@H]4OC[C@@]34OC(C)=O)[C@@H](O)[C@H](OC(C)=O)C(=C1C)C2(C)C (stereo partly specified)	-3%	7%	-7%	-4%	-10%	-7%	-8
O=C(NNC(=O)c1cnccc1C(F)(F)F)c1cccc(Cl)c1	-7%	64%[activator]	-8%	6%	0%	9%	-6
O=C(Cn1cc(S(=O)(=O)c2ccccc2)c(=O)c2cc(Cl)ccc21)Nc1ccc2c(c1)OCO2	nt	nt	3%	3%	nt	nt	-20
Cc1nc(Cl)sc1C(=O)Nc1cccc(Cl)c1C	-18%	37%[activator]	-3%	-1%	-2%	6%	3
C=CCOC(=O)C1=C[C@H](c2coc3ccccc3c2=O)C[C@H](OCc2ccc(CO)cc2)O1	62%[activator]	-7%	-9%	-2%	4%	-29%	0
CCC(CO)Oc1cc(NC(=O)c2ccc(F)cc2)c2ncn(C(C)C)c2c1 (stereo unspecified)	-16%	-1%	-4%	-14%	nt	?	-8
CN(c1ccccc1)c1ccc(/C=C(\CCC(=O)O)c2nc3ccccc3s2)cc1[N+](=O)[O-]	-13%	?	?	5%	3%	11%	-7
Cc1occc1C(=O)N1CCC2(CCCN(Cc3ccc(F)c(F)c3)C2)C1 (stereo unspecified)	107%[activator]	-9%	-2%	0%	2%	?	?
CCOCCCNC(=O)C1CCCN1S(=O)(=O)c1ccc(Cl)cc1 (stereo unspecified)	-2%	4%	-8%	2%	2%	-3%	56
CC(=O)c1ccc2c(c1)OCCOCCOc1ccc(C(C)=O)cc1OCCOCCO2	-15%	0%	-14%	0%	5%	1%	30
Cc1cc(C)nc(NS(=O)(=O)c2ccc(N/C=C\C(=O)c3cccs3)cc2)n1	-8%	-6%	0%	-26%	2%	-4%	17
O=C1CS/C(=N/N=C/c2cccs2)N1Cc1ccc(F)cc1	-36%	-6%	-1%	2%	8%	?	-3
CCCn1c(SCC(=O)NC2CCCCC2)nnc1-c1ccccn1	3%	-9%	-3%	-7%	7%	-2%	?
COc1cc(OC)cc(-c2c(C#Cc3ccsc3)c3cc(-c4ccc5cc[nH]c5c4)ccc3n2C)c1	-31%	-1%	-7%	2%	nt	-17%	-19
O=c1ccc2ccccc2n1Cc1cccc(F)c1	75%	0%	0%	-5%	0%	9%	-62*
COC(=O)CCSCC(=O)Nc1nnc(C)s1	-7%	14%	?	3%	3%	19%	31
CC(CCc1ccccc1)NC(=O)C(=O)NCc1ccccc1 (stereo unspecified)	-16%	-9%	?	-13%	4%	36%[activator]	-13
COc1ccc(OC)c(S(=O)(=O)N(C)CC(=O)N2CCN(c3cccc(Cl)c3)CC2)c1	155%[activator]	-2%	2%	-29%	0%	-20%&4%	-103*
O=C(Nc1ccc(N2CCN(C(=O)c3ccc(Cl)cc3)CC2)cc1)c1cccnc1	29%	-4%	-12%	-4%	-2%	-10%	-25
Cc1ccc(NC(=O)Cn2c(=O)n(Cc3nc(C)no3)c(=O)c3ccccc32)c(Cl)c1	nt	nt	-2%	-3%	nt	nt	-11
CC1CCCCN1S(=O)(=O)c1ccc(C(=O)Nc2nnc(-c3ccco3)o2)cc1 (stereo unspecified)	-41%	92%[activator]	?	3%	8%	?	-70*
CN1CCN(c2ncnc3sc(-c4ccccc4)cc23)CC1	90%[activator]	-8%	0%	-9%	-6%	?	1
O=C(Cc1ccc(Cl)c(Cl)c1)OCC(=O)c1ccc[nH]1	-28%	6%	-9%	-7%	3%	24%	-33
CC(Cc1ccccc1Sc1ccccc1O)N(C)C (stereo unspecified)	-8%	3%	?	-1%	-15%	-15%	15
NC(=O)c1ccc(NC(=O)CCCN2C(=O)c3ccccc3C2=O)cc1	-15%	1%	?	-11%	0%	?	52
CN(C)C(=O)C1CCC(=O)N1Cc1cccs1 (stereo unspecified)	3%[2.29 µM]	0%	-1%	2%	-3%	22%	-4
Cc1ccc(CCNC(=O)CN(C)S(=O)(=O)c2ccc3c(c2)n(C)c(=O)c(=O)n3C)cc1	39%	10%	-6%	2%	-3%	-1%	-1
COc1ccc(C(=O)Nc2ccc(NC(=O)c3cccc(F)c3)cn2)cc1	-36%	-17%	-6%	-5%	0%	?	-35
Cc1ccc(OC(C)C(=O)N(Cc2cccs2)C2CCS(=O)(=O)C2)cc1C (stereo unspecified)	73%[activator]	11%	3%	0%	1%	9%	71

Ordered by number of heavy atoms (lowest first): part of the list above
SMILES	AmpC no deterg	AMA1-RON2 inh	AmpC inh detg	Tb PYK inh	LmPK inh	HCV inh	HCMV inh
CC(Cc1ccccc1Sc1ccccc1O)N(C)C (stereo unspecified)	-8%	3%	?	-1%	-15%	-15%	15
CN1CCN(c2ncnc3sc(-c4ccccc4)cc23)CC1	90%[activator]	-8%	0%	-9%	-6%	?	1
NC(=O)c1ccc(NC(=O)CCCN2C(=O)c3ccccc3C2=O)cc1	-15%	1%	?	-11%	0%	?	52
Cc1ccc(OC(C)C(=O)N(Cc2cccs2)C2CCS(=O)(=O)C2)cc1C (stereo unspecified)	73%[activator]	11%	3%	0%	1%	9%	71
COc1ccc(OC)c(S(=O)(=O)N(C)CC(=O)N2CCN(c3cccc(Cl)c3)CC2)c1	155%[activator]	-2%	2%	-29%	0%	-20%&4%	-103*

(continued)
SMILES	AmpC no deterg	AMA1-RON2 inh	AmpC inh detg	Tb PYK inh	LmPK inh	HCV inh	HCMV inh
CCCn1c(=NC(=O)c2ccc3c(c2)OCO3)c(C#N)cc2c(=O)n3cccc(C)c3nc21	-3%	nt	-8%	nt	-8%	4%	nt
CSc1ccc(S(=O)(=O)NCc2ccc(Cl)cc2)cc1	-24%	-4%	0%	2%	2%	4%	16
COc1ccc(C(=O)[C@H]2[C@H]3C(=O)N(c4ccc(C)cc4)C(=O)[C@H]3C3C=CC=NN32)cc1 (stereo partly specified)	81%[activator]	-11%	3%	-1%	7%	9%	?
O=C1NCC(=O)N(Cc2ccccc2)/C1=C/c1ccccc1	-15%	4%	-6%	2%	9%	24%	-16
NNc1nc2ccccc2nc1C(F)(F)F	-46%	-1%	-5%	?	8%	-9%	5
O=C(CSc1nc2ccccc2o1)N1c2ccccc2Sc2ccc(C(F)(F)F)cc21	-32%	-4%	-3%	-4%	-1%	?	-3
CCCCCC1C(=O)C[C@@H]2CCN3C(=O)CCC[C@H]1[C@H]23 (stereo partly specified)	1%	2%	nt	-3%	nt	?	11
COc1ccc(S(=O)(=O)N2CCCOC2CNC(=O)C(=O)NCc2cccnc2)cc1 (stereo unspecified)	14%	12%	6%	-4%	-15%	nt	9
CCOC(=O)c1cc2occc2n1CC(=O)N1CCOCC1	-1%	-5%	?	-6%	1%	10%	-24
Cc1ccc(/C(N)=N/OC(=O)CSc2ccccc2)cc1	-11%	14%	1%	5%	-2%	9%	119
CCN(CC)C(=O)COc1ccc(CC(=O)O)cc1OC	-20%	6%	?	0%	-1%	17%	-8
CC1(C)CC(=O)C2=C(C1)N=C1c3ccccc3C(=O)C1C2c1ccc(Cl)cc1 (stereo unspecified)	-39%	-23%	5%	-8%	-1%	13µM*	-71*
Cc1ccc(CN2CC(C(=O)Nc3nc(C)cs3)CC2=O)cc1 (stereo unspecified)	nt	14%	nt	3%	nt	nt	-14
COc1cc(C(=O)Nc2cccc(S(=O)(=O)N3CCCC3)c2)cc(OC)c1C	-47%	-4%	1%	1%	8%	?	-31
O=C(Nc1cccc(S(=O)(=O)N2CCCCC2)c1)c1ccccn1	-11%	-10%	4%	2%	-3%	-1%	13
Cc1cc(C)cc(OCc2nc3ncc(Br)cc3[nH]2)c1	nt	6%	nt	1%	nt	?	-63*
COc1ccc(C2=NS(=O)(=O)N(C)C(C(=O)Nc3ccc(OC(F)(F)F)cc3)=C2)cc1	nt	nt	24%	3%	nt	nt	10

Bioassay records deposited in PubChem by National Center for Advancing Translational Sciences (NCATS).

Rows were taken by chance, and some 7.5% of all compounds hit somewhere here.
